# Assay outcomes from PubChem.
# proCasp7 act – activates human procaspase-7, counter-screen for procaspase-3 activators; P55210; recombinant procaspase-7, Ac-DEVD-pNA absorbance 405 nm; D23A/D198A/D206A triple mutant, cannot self-cleave; scale: DMSO 0, 5 µM enzyme 100; activation, % at 8.5 µM; hit rate 0.093% among 330,000;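 active = percent activation above the screen-wide mean plus 3 SD, cut at about 25% in these data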
#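 signal = Epi-absorbance of released pNA at 405 nm, two timepoints | assay system = Uncleavable procaspase-7 mutant enzyme | reagent = Ac-DEVD-pNA substrate, 400 µM as added | times = 1 h enzyme–compound preincubation and 2 h substrate reaction, both 25 °C | benchmarks = low DMSO alone, high DMSO plus 5 µM PC-7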
# PP1 counter – blocks human PP1-alpha phosphatase, a PP5 counter-screen; P62136; purified PP1alpha, OMFP fluorescence; inhibition, % at 6.7 µM; hit rate 0.9% among 320,000; AID 2235;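 active = inhibition above the mean inhibition of all tested compounds plus 3 SD, computed separately for each screening campaign, cut at about 15% in these data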
# Target sequence (P62136 whole entry, looked up): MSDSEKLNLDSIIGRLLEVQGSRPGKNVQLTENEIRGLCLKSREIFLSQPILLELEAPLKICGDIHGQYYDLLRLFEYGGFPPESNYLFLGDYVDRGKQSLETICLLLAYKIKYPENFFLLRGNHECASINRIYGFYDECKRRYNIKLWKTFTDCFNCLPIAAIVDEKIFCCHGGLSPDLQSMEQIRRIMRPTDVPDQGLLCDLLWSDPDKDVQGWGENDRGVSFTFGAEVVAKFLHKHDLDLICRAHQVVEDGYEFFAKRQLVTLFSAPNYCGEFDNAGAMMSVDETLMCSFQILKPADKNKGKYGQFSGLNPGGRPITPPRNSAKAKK
# Fh CTSL1 inh – counter-screen for PFM18AAP inhibitors: inhibitors of F. hepatica cathepsin L1. hit rate 0.49% among 300,000. recombinant F. hepatica cathepsin L1, Z-Leu-Arg-MCA fluorescence. inhibition, % at 5.96 µM;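 active = inhibition above the mean of all tested compounds plus 3 SD, set per screening campaign, cut at about 17% in these data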;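 note: 0% = plate median of test compound wells and 100% = 1 µM Z-Phe-Ala-diazomethylketone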
# GASC-1 inh – inhibitors of human GASC-1 (JMJD2C) demethylase; GST-JMJD2C(1-420) H3K9me3 demethylation, DELFIA europium; hit rate 0.069% among 330,000; inhibition, % at 2.35 µM; Q9H3R0;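 active = more than half of a compound's replicate wells show inhibition beyond 50%, single wells judged on their own value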;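 note: signal counts dimethyl H3K9 product captured on neutravidin plate; 0% = median of DMSO wells and 100% = 0.3 times that DMSO median; strong numbers were not always called active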
# Target sequence (Q9H3R0 1-420 limits assumed): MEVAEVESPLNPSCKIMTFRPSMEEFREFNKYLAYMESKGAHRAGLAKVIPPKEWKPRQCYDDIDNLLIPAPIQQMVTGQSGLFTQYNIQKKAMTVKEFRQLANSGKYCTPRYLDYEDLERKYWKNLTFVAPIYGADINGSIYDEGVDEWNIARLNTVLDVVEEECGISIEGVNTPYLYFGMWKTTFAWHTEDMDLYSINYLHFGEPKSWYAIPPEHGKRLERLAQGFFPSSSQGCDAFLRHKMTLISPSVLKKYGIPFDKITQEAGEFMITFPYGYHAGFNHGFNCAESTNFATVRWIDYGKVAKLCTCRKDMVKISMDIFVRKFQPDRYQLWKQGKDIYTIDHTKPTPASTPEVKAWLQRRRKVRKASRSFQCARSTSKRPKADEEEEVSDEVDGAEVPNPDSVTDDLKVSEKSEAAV
# HCV core dimer – HCV core protein dimerization inhibition; inhibition, % at 5 µM; hit rate 0.33% among 300,000; AID 1899; TR-FRET GST/Flag-core106 dimerization, 1536-well;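 active = inhibition above the mean of all tested compounds plus 3 SD, set per screening campaign, cut at about 45% in these data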
#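 Material: GST/Flag-tagged HCV core106 proteins. Incubation: 4 h, 22.5 °C incubation. Read-out basis: inhibition (%) from 671 over 617 nm ratio. Measured by: TR-FRET, excitation 340 nm, emission 617 and 671 nm.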
# TPT1 inhibitor – blocks Candida albicans tRNA 2'-phosphotransferase | recombinant caTPT1, FP RNA substrate dephosphorylation | inhibition, % at 5 µM | hit rate 0.81% among 300,000 | AID 1962;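 active = inhibition above the mean of all tested compounds plus 3 SD, set per screening campaign, cut at about 24% in these data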;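 note: plate controls were DMSO alone for no effect and ferristatin control at 100 nM for full effect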
# Efflux pump inh – blocks antifungal efflux pumps in multiplex yeast assay | S. cerevisiae Candida pump triplex, Nile Red efflux | hit rate 0.44% among 330,000 | inhibition, % at 10 µM;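 active = plate passing quality check with inhibition over a set limit, or well fluorescence over plate mean plus 4 SD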;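 note: Nile Red retained in pooled yeast measured as flow cytometry median fluorescence; 0% = buffer negative control and 100% = Enniatin B positive control; higher means more Nile Red kept so more efflux inhibition; some compounds called inactive have numbers as strong as hits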
# PP5 primary – PP5 (human) phosphatase inhibition | P53041 | hit rate 0.18% among 320,000 | purified PP5c, OMFP substrate fluorescence | inhibition, % at 6.7 µM | AID 1987;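 active = inhibition above the campaign's mean inhibition across all tested compounds plus 3 SD, cut at about 9.5% in these data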;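 note: 0% = DMSO only and 100% = 100 µM cantharidin control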
# proCasp3 act – activates human procaspase-3; recombinant procaspase-3 D3A, Ac-DEVD-pNA absorbance 405 nm; hit rate 0.11% among 330,000; P42574; activation, % at 8.5 µM;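 active = activation above the mean of all tested compounds plus 3 SD, cut at about 21% in these data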;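 note: 0% = DMSO alone and 100% = DMSO wells spiked with extra 5 µM PC-3 D3A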
# Target sequence (P42574 whole entry D9A/D28A/D175A): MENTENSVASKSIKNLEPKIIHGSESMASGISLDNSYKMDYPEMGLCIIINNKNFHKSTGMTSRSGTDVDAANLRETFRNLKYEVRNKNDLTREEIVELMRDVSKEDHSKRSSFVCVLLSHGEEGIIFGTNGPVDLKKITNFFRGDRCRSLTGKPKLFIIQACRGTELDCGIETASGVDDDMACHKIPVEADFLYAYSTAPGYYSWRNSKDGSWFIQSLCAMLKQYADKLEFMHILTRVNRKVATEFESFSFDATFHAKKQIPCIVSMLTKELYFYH
#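 Assay system: Autoprocessing-dead procaspase-3 D3A mutant enzyme; also added: Ac-DEVD-pNA; doses: one concentration, 8.5 µM nominal, 0.8% DMSO; times: 1 h compound preincubation, 2 h substrate hydrolysis at 25 °C; technique: 405 nm absorbance of p-nitroaniline, reads at 0 and 120 min; measure: % activation between DMSO and enzyme-spiked controls; repeats: single replicate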
# * = called active by the depositor; · = no result given; & = joins results of further samples. An unsorted share of the library; about 2.9% have a hit in one of these screens.
SMILES,proCasp7 act,PP1 counter,Fh CTSL1 inh,GASC-1 inh,HCV core dimer,TPT1 inhibitor,Efflux pump inh,PP5 primary,proCasp3 act
CC1CN(C(=O)c2nn(C)cc2[N+](=O)[O-])CC(C)O1 (stereo unspecified),6,-5,-1,0,-4,-3,-0.1,2.7,-1
COc1ccc(-n2c3c(c(=O)[nH]c2=O)C(NS(=O)(=O)c2ccc(Cl)cc2)(C(F)(F)F)C(=O)N3)cc1 (stereo unspecified),10,-6,-6,-10,-1,-2,-0.1,-3.9,-2
O=c1c(Cl)c2oc3ccccc3nc-2c2ccccc12,-3,1,0,2,-1,23,0.1,-1.5,-1
CCOC(=O)Cc1csc(SCc2cc(=O)oc3cc(O)ccc23)n1,2,1,-1,2,4,-1,-0.1,1.0,-1
O=C(O)CSc1nnc(COc2cccc3cccnc23)n1-c1cccc(C(F)(F)F)c1,-3,-2,-1,50,-2,-2,-0.1,0.3,4
Nc1cc(Nc2ccccc2)c2nonc2c1[N+](=O)[O-],-19,-6,0,-17,8,-2,1.4*,2.8,-11
Cc1nn(-c2ccccc2)cc1/C=N/O,6,-3,-3,-38,1,0,-0.1,-1.2,4
COc1ccccc1NCN1C(=O)CCC1=O,8,-3,-2,-1,-5,0,-0.4,3.1,3
O=C(c1cc2ccccc2o1)c1cccs1,0,1,1,2,9,1,-0.1,1.5,3
COc1ccccc1CNC(=O)CSc1ccsc1[N+](=O)[O-],3,-2,5,7,22,1,0.1,0.6,8

# Pulled one by one from above, 5 records:
SMILES,proCasp7 act,PP1 counter,Fh CTSL1 inh,GASC-1 inh,HCV core dimer,TPT1 inhibitor,Efflux pump inh,PP5 primary,proCasp3 act
COc1ccccc1CNC(=O)CSc1ccsc1[N+](=O)[O-],3,-2,5,7,22,1,0.1,0.6,8
O=c1c(Cl)c2oc3ccccc3nc-2c2ccccc12,-3,1,0,2,-1,23,0.1,-1.5,-1
Cc1nn(-c2ccccc2)cc1/C=N/O,6,-3,-3,-38,1,0,-0.1,-1.2,4
O=C(c1cc2ccccc2o1)c1cccs1,0,1,1,2,9,1,-0.1,1.5,3
COc1ccc(-n2c3c(c(=O)[nH]c2=O)C(NS(=O)(=O)c2ccc(Cl)cc2)(C(F)(F)F)C(=O)N3)cc1 (stereo unspecified),10,-6,-6,-10,-1,-2,-0.1,-3.9,-2

# New compounds follow:
SMILES,proCasp7 act,PP1 counter,Fh CTSL1 inh,GASC-1 inh,HCV core dimer,TPT1 inhibitor,Efflux pump inh,PP5 primary,proCasp3 act
COc1ccc2c(c1)c(CCN1C(=O)c3ccccc3C1=O)cn2C(=O)c1ccco1,10,0,3,10,-46,1,0.0,2.2,-7
O=C(/C=C/Sc1ccccc1)c1ccc(Cl)cc1,-4,0,-3,-2,9,3,0.0,1.3,-1
Cc1nn(Cc2ccc(Cl)cc2)c(C)c1NC(=O)Cn1nc([N+](=O)[O-])c(Cl)c1C,6,1,-2,2,1,-2,0.0,2.2,-8
CCN(CC)C(=O)Cn1ccc(NC(C)=O)nc1=O,1,-1,-6,-15,-1,-4,-0.1,-1.1,2
CCOC(=O)NC(Cc1c[nH]c2ccccc12)C(=O)NCCc1ccc(S(N)(=O)=O)cc1 (stereo unspecified),2,-1,-4,4,-9,0,0.0,-1.6,-2
COc1ccc(CNC(=O)C(c2cccs2)N(C(=O)c2csnn2)C2CC2)cc1 (stereo unspecified),-5,5,-7,-4,3,1,-0.1,-1.0,3
CSC1=NCCN1C(=O)c1ccc(Br)o1,0,-3,2,-3,0,-1,-0.1,-0.2,-5
COc1ccc(/C=N/NC(=O)c2nc(-c3ccccc3)n(-c3ccccc3)n2)cc1,0,1,0,1,1,-1,0.0,2.7,11
COc1ccccc1CNC(=O)CCn1c(=O)oc2ccccc21,-5,-2,0,-29,0,-2,-0.1,0.8,3
CC(=O)N(C)c1nnc(-c2cnccn2)s1,0,-2,-2,0,-3,-6,0.0,0.4,4
O=C(COC(=O)c1ccccc1C(=O)c1ccc(Cl)cc1)NCC1CCCO1 (stereo unspecified),0,0,4,4,0,0,-0.1,3.3,1
COc1ccc(CCNc2nc(N3CCOCC3)nc(N3CCOCC3)n2)cc1OC,17,7,-2,-1&16,-6,-2,-0.1,3.8,2
CCCc1nnc(NC(=O)CCC(=O)NC2CCCc3ccccc32)s1 (stereo unspecified),1,0,0,6,7,1,-0.1,-1.6,3
CC1CCN(C(=O)CSc2nc3c(c(=O)n2C)SC(C)C3)CC1 (stereo unspecified),2,-4,3,-6,13,-3,-0.1,-3.6,-10
CCN1CCN(C(=O)CS(=O)(=O)Cc2nc(-c3ccc(C)cc3)oc2C)CC1,7,-2,-1,18,2,0,0.1,0.9,7
COc1ccc(NS(=O)(=O)c2ccc(NC(=O)C(CCSC)NC(N)=O)cc2)cc1 (stereo unspecified),4,-1,0,4,4,0,0.0,1.8,16
CN1C(=O)C2(Nc3ccccc3-c3nc4ccccc4n32)c2ccccc21 (stereo unspecified),2,0,6,17,-3,0,0.5,-0.1,1
O=C(C[n+]1ccc2ccccc2c1)c1ccc(NC(=O)c2ccccc2)cc1,-6,2,0,2,-2,5,-0.2,1.0,2
COc1ccc(CN2CCN(C(=O)c3ccco3)CC2)cc1OCc1ccccc1,0,2,4,-8,7,-3,0.0,1.6,-2
O=C(COC(=O)c1oc2ccccc2c1COc1ccccc1)NCCN1C(=O)CSC1=O,1,-1,-5,-8,7,-2,-0.1,1.9,9
CCC(C(=O)O)N1C(=O)C2CCCCC2C1=O (stereo unspecified),2,-2,0,31,0,0,-0.1,-0.9,8
Cc1nc2nc(COc3ccccc3)[nH]n2c(=O)c1C,0,2,3,2,1,2,0.1,2.1,12
CCc1ccc(C2CC(c3cccc(OC)c3)n3nc(N)nc3N2)cc1 (stereo unspecified),6,-2,0,6,1,1,-0.1,1.0,10
COc1ccc(C(C(O)C(=O)c2c[nH]c3ccccc23)N2CCN(c3ccc(OC)cc3)CC2)cc1 (stereo unspecified),-1,3,-1,-5,-1,-3,0.1,5.7,4
COC(=O)N/N=C/c1ccc(-c2cccc(Cl)c2)o1,-1,0,0,8,-4,-1,-2.5,1.1,7
COc1ccc(CN2CCN(C(=O)CCC(=O)Nc3nnc(C4CCCCC4)s3)CC2)cc1F,4,7,1,-4,5,3,0.0,1.8,-13
O=C(NCc1ccc2c(c1)OCO2)c1ccc(N2CCCC2=O)cc1,-1,-3,3,-2,2,-1,-0.1,0.0,3
COc1ccc(CCn2c(=O)[nH]c3cc(C(=O)NCCCN4CCOCC4)ccc3c2=O)cc1OC,5,-1,1,6,-3,-1,0.0,1.3,3
O=C(CNS(=O)(=O)c1cccs1)NCCc1ccc(Cl)cc1,2,1,-1,-15,-1,0,-0.3,0.6,5
COc1ccc(-c2csc(N(Cc3ccccc3)C(=O)COc3ccc(Cl)cc3)n2)cc1,10,1,0,5,2,0,0.0,3.1,0
NS(=O)(=O)c1cc(C(=O)OCC(=O)c2ccc3c(c2)OCCO3)ccc1Cl,8,-1,0,0,-7,-3,0.0,0.5,2
CC(C)c1ccc(N(C(=O)CNC(=O)c2ccco2)C(C(=O)NC2CCCC2)c2ccncc2)cc1 (stereo unspecified),-16,6,0,-3,-3,-8,0.7,4.1,6
CCSc1cc(C)nc2ncnn12,6,-3,2,8,5,-5,-0.1,-1.4,0
Cc1ccc(C)c(NC(=O)CSc2nc3c(c(=O)n2C)SC(C)C3)c1 (stereo unspecified),1,-3,2,8,22,1,-0.3,-1.6,2
O=C(O)CCCCCNS(=O)(=O)c1cccc2nsnc12,12,-1,0,4,-4,2,-0.1,-1.1,-1
Cc1ccc(N=C2C(=O)Nc3ccccc32)cc1,-3,-2,0,8,11,-1,0.1,-1.1,2
COc1ccc2c(c1)CCNC2Cc1ccc(OC)c(O)c1 (stereo unspecified),0,0,-4,-4,6,-2,0.1,1.5,-5
S=C(NC1CCCCC1)N1CCn2cccc2C1c1cccnc1 (stereo unspecified),6,-2,-3,-34,0,0,0.1,-1.8,-3
O=C(NNc1ccccn1)c1ccc(Cl)nc1,1,-4,2,-8,-13,-6,-0.1,1.3,7
Cc1nnc(SCC(=O)N(C)C2CCS(=O)(=O)C2)n1Cc1ccccc1 (stereo unspecified),6,-2,2,-1,-3,-1,-0.1,-2.2,-1
CCOC(=O)c1c[nH]n2c(=O)cc(C)nc12,6,-4,0,16,4,3,0.1,1.4,-4
Cc1ccc(CC2CC(=O)N(Cc3ccco3)C2=O)cc1 (stereo unspecified),-15,2,-3,17,28,1,1.2*,2.6,-14
O=C(CN(C(=O)c1csnn1)c1cccc(F)c1)NCc1ccc2c(c1)OCO2,8,-2,1,2,-4,4,0.2,0.7,-5
COc1ccccc1CNC(=S)NCc1ccc(F)cc1,4,-6,-1,9,3,-1,-0.1,3.5,0
CCOc1ccc(CCNC(=O)CN2C(=O)NC3(CCCC3)C2=O)cc1OCC,-1,-12,-1,-23,12,0,3.7,1.1,-6
COc1c(Cl)cc(Cl)cc1CNCCNCC(C)O (stereo unspecified),5,-3,5,1,5,-1,0.0,-1.3,-1
CC(=O)c1cccc(NC(=O)CSc2n[nH]c(=O)n2C2CC2)c1,-1,·,·,-1,·,·,0.0,·,5
Cn1nc(C(=O)NNC(=O)CCOc2ccc(C(C)(C)C)cc2)c2ccccc2c1=O,13,-3,·,-3,·,·,0.1,2.6,2
O=C(CCCC(=O)Nc1ccc(Br)cc1)N/N=C/c1ccccc1,6,-2,0,-6,-2,-3,4.8,4.6,9

# A different layout for part of the listing above:
O=C(CN(C(=O)c1csnn1)c1cccc(F)c1)NCc1ccc2c(c1)OCO2
  proCasp7 act = 8
  PP1 counter = -2
  Fh CTSL1 inh = 1
  GASC-1 inh = 2
  HCV core dimer = -4
  TPT1 inhibitor = 4
  Efflux pump inh = 0.2
  PP5 primary = 0.7
  proCasp3 act = -5

COc1ccccc1CNC(=S)NCc1ccc(F)cc1
  proCasp7 act = 4
  PP1 counter = -6
  Fh CTSL1 inh = -1
  GASC-1 inh = 9
  HCV core dimer = 3
  TPT1 inhibitor = -1
  Efflux pump inh = -0.1
  PP5 primary = 3.5
  proCasp3 act = 0

CCOc1ccc(CCNC(=O)CN2C(=O)NC3(CCCC3)C2=O)cc1OCC
  proCasp7 act = -1
  PP1 counter = -12
  Fh CTSL1 inh = -1
  GASC-1 inh = -23
  HCV core dimer = 12
  TPT1 inhibitor = 0
  Efflux pump inh = 3.7
  PP5 primary = 1.1
  proCasp3 act = -6

COc1c(Cl)cc(Cl)cc1CNCCNCC(C)O (stereo unspecified)
  proCasp7 act = 5
  PP1 counter = -3
  Fh CTSL1 inh = 5
  GASC-1 inh = 1
  HCV core dimer = 5
  TPT1 inhibitor = -1
  Efflux pump inh = 0.0
  PP5 primary = -1.3
  proCasp3 act = -1
